High-throughput results as filed in PubChem BioAssay.
Sm TGR block: qHTS Assay for the Inhibitors of Schistosoma Mansoni Peroxiredoxins; AID 485364, 2010; purified TGR, DTNB reduction, TNB absorbance 405 nm; 360,000 compounds, 3% hits; Potency, µM (series often up to 114 µM), without a hit: at the highest dose activity change, negative = inhibition, usual class: inhibitors; Schistosoma mansoni thioredoxin glutathione reductase (TGR), Q962Y6; further: potency means the concentration at half of the fitted maximal effect; on the % scale 0 is the no-effect control and ±100 the full control effect; nearly all actives have a fitted effect of over 60% in size
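Kinetic colorimetric format: TGR-catalysed, NADPH-driven DTNB reduction monitored via TNB absorbance. Enzyme dispensed at 20 nM; compound exposure 15 min at room temperature before reaction start.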
Pf growth 48h: Primary qHTS for delayed death inhibitors of the malarial parasite plastid, 48 hour incubation; Potency, µM (doses to about 28.7 µM), for inactives: top-dose activity change, negative = inhibition, usual class: inhibitors; 310,000 compounds, 5.9% hits; P. falciparum luciferase growth in erythrocytes, 48 h; AID 504832, 2011; further: potency means the concentration at half of the fitted maximal effect; on the % scale 0 is the no-effect control and ±100 the full control effect
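Growth was read as firefly luciferase luminescence after a 48 h, 37 C, 5% CO2 exposure of compounds to reporter-bearing P. falciparum cultures (0.1% parasitemia, 2% hematocrit final) in Albumax-supplemented RPMI 1640.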
Giardia FBPA inh: qHTS Assay for Inhibitors of Fructose-1,6-bisphosphate Aldolase from Giardia Lamblia; A8B2U2; Potency, µM (doses to about 59.6 µM), for inactives: top-dose activity, negative = inhibition, actives largely listed as inhibitors; 290,000 compounds, 0.71% hits; purified Giardia FBPA; AID 2451, 2010; further: potency means the concentration at half of the fitted maximal effect; on the % scale 0 is the no-effect control and ±100 the full control effect; nearly all actives have a fitted effect of over 55% in size
Target sequence (A8B2U2 whole entry, looked up): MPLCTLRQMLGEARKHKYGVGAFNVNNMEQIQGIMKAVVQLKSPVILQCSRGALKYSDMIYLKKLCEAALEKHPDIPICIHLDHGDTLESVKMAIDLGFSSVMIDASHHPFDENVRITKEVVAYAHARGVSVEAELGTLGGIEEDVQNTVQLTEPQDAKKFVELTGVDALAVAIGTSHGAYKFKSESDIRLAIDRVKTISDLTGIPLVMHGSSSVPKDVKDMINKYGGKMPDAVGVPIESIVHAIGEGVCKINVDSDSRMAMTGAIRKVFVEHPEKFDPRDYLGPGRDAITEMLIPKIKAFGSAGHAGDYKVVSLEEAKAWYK
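Giardia FBPA (40 nM reagent) was preincubated 10 min at RT with compound (up to 57.5 uM final), then substrate plus GAPDH/TPI/NAD/arsenate coupling system with diaphorase/resazurin was added; resorufin fluorescence (525/598 nm) was read after 20 min.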
CHX counter: Cycloheximide Counterscreen for Small Molecule Inhibitors of Shiga Toxin; cell reporter, cycloheximide protein synthesis inhibition counterscreen; AID 2314, 2010; max response, %; 300,000 compounds, 12% hits; in the data active means max response mostly above about 13%, no sharp cut-off; inactive means mostly below about 14%; further: read at 38.3 µM for the half of the compounds with a filed dose; 0% is about no effect
Pf growth 96h: Primary qHTS for delayed death inhibitors of the malarial parasite plastid, 96 hour incubation; P. falciparum luciferase reporter growth, 96 h; Potency, µM (highest dose often 28.7 µM), for the others: at the top dose activity change, negative = inhibition, hits mostly inhibitors; 320,000 compounds, 6.9% hits; further: potency means the concentration at half of the fitted maximal effect; on the % scale 0 is the no-effect control and ±100 the full control effect
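Erythrocytes infected with luciferase-expressing P. falciparum were dispensed at 2% hematocrit and 0.05% parasitemia (final), then incubated with compounds 96 hours at 37 C in 5% CO2. Luminescence after detection reagent addition reported growth.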
Shiga toxin inh: A qHTS for Small Molecule Inhibitors of Shiga Toxin. Vero cells, Shiga toxin protein synthesis inhibition reporter. inhibition, % at 38.7 µM. 290,000 compounds, 9.2% hits. AID 2315, 2010; in the data active means inhibition mostly above about 28%, no sharp cut-off; inactive means mostly below about 43%; further: 0% is about no effect
Numbers without * were called inactive; ? = inconclusive; . = not tested or not shown; [ ] = dose if it differs, or a comment. Unless noted, the call rests on the fitted dose curve; in most records, active means well fitted curve in the direction sought with a large enough effect; inconclusive means small, poorly fitted or top-dose-only effect, or another doubt; inactive means no such curve, though single readings can be large; an effect the other way counts as inactive or inconclusive.

SMILES,Sm TGR block,Pf growth 48h,Giardia FBPA inh,CHX counter,Pf growth 96h,Shiga toxin inh
CC1Cc2cc(S(=O)(=O)N3CCC(C(=O)N(C)Cc4ccccc4)CC3)ccc2N1C(=O)C1CC1 (stereo unspecified),4%,13µM*,-7%,15,10µM*,-4
O=C(Nc1nc2ccccc2s1)c1ccccc1[N+](=O)[O-],-21%,66%[activator],-20%,46*,?,60*
COc1ccc(CCc2nnc(CCC(=O)NCc3ccc4ncccc4c3)o2)cc1,3%,-1%,1%,17*,-21%,34
CCn1c(SCC(=O)NCCc2ccccc2)nnc1C(C)C,0%,-6%,1%,-6,?,1
COc1cccc(C(=O)Nc2cccc(-c3ccc(N4CCOCC4)nn3)c2)c1OC,-12%,?,.,.,0%,.
COc1ccc(S(=O)(=O)N2CCOC23CCN(S(=O)(=O)c2cc(F)ccc2F)CC3)cc1,-25%,-1%,.,.,?,.
CCCCNc1cc(C)oc(=O)c1C(C)=O,-3%,23%,1%,-2,?,-10
O=C1C2C3C=CC(C3)C2C(=O)N1CCN1CCN(S(=O)(=O)/C=C/c2ccccc2)CC1 (stereo unspecified),.,-3%,0%,-4,5.9µM*,24
CSc1ncccc1C(=O)N1CCN(S(=O)(=O)c2ccccc2)CC1,-1%,2%,5%,1,28%,-15
O=C(NC1CC2CCCC(C1)N2Cc1ccccc1)c1cccc(F)c1 (stereo unspecified),-1%,?,-7%,-4,?,7
CCOC(=O)COc1ccc2c(c1)c(C(C)=O)c(C)n2-c1ccc(OC)cc1,5%,-16%[0.00184 µM],-7%,63,2%,145*
CCN(CC)c1ccc(N=C2C(=O)Nc3ccccc32)cc1,?,3.3µM*,-16%,12,?,25
CCOc1ccc(S(=O)(=O)NCc2ccccc2)cc1C(N)=O,-5%,-7%,?,-1,?,-8
COc1ccc(N2CCN(C(=O)CSc3ncn[nH]3)CC2)cc1,-3%,5%,.,.,11%,.
NC(N)=NC(N)=Nc1ccc(O)cc1,-16%,?,-10%,-3,-3%,3
CCc1cccc(OCC(=O)Nc2ccc(C)c(S(=O)(=O)N3CCCCCC3)c2)c1,4%,?,.,.,?,.
CC(C)(C)c1ccc(C(=O)N/N=C2\C3CN4CCN(C3)CC2(c2ccccc2)C4)cc1,-11%,1%,6%,1,51%[activator],-11
COc1ccccc1-c1nnc(NC(=O)c2ccccc2F)o1,0%,.,0%,-4,?,-8
COc1cc(Cl)c(C)cc1NC(=O)c1ccc(NS(=O)(=O)c2ccc(F)c(F)c2)cc1,2%,?,8%,5,?,-9
CC(C)(C)c1ccc(OCCC(=O)Nc2cccc(S(=O)(=O)NC3=NCCCCC3)c2)cc1,3%,12µM*,.,.,?,.

Brought forward from above: two entries; new compounds follow.
SMILES,Sm TGR block,Pf growth 48h,Giardia FBPA inh,CHX counter,Pf growth 96h,Shiga toxin inh
COc1cc(Cl)c(C)cc1NC(=O)c1ccc(NS(=O)(=O)c2ccc(F)c(F)c2)cc1,2%,?,8%,5,?,-9
CC(C)(C)c1ccc(OCCC(=O)Nc2cccc(S(=O)(=O)NC3=NCCCCC3)c2)cc1,3%,12µM*,.,.,?,.
Clc1ccc(Sc2cc(Cl)c(-c3ccccc3)nn2)cc1,-4%,?,14%,9,-6%,39
Cc1cc(NC(=O)Cc2ccccc2C)no1,15%,25%,8%,-3,81%[activator],-1
CCCCc1nc(C(N)=O)c2[nH]c(=O)n(-c3ccc(OCC)cc3)c2n1,-7%,-14%,4%,-3,-27%,24
Cc1ccccc1CC(=O)OCC(=O)Nc1ccc(C)c(S(=O)(=O)N2CCCCC2)c1,0%,10µM*,.,.,?,.
CN1CCN(NC(=O)c2ccccc2F)CC1,7%,21%,2%,-1,?,-6
CC1CCN(S(=O)(=O)c2ccc(C(=O)NCc3ccc4c(c3)OCO4)cc2)CC1,-4%,4%,6%,-1,.,-14
CNCCCC1c2ccccc2C=Cc2ccccc21,1%,?,-4%,-4,12µM*,-17
CCOc1ccc(C(=O)NC(=S)N(Cc2ccccc2)Cc2ccccc2)cc1,8%,?,6%,10,2.6µM*,-12
O=C(N/N=C/c1ccc(O)c(O)c1)c1ccc(-n2cnnn2)cc1,-3%,?,.,.,?,.
COc1ccc(C(=O)C2CCCN(C3CSCCSC3)C2)cc1OC (stereo unspecified),6%,-16%,-1%,-2,?,3
C[N+]1([O-])[C@@H]2Cc3cc4c(cc3[C@@H]1Cc1cc3c(cc12)OCO3)OCO4 (stereo partly specified),1%,54%[activator],2%,-6,58%[activator],-4
O=C(c1cc2ccccc2oc1=O)N1CCCC1,-2%,6%,3%,-4,.,-1
O=C(/C=C/c1cccc(Br)c1)N1CCN(c2cccc(C(F)(F)F)c2)CC1,0%,-1%,-7%,-1,14%,-6
CCN(CC)CCn1c(N)c(S(=O)(=O)c2ccccc2)c2nc3ccccc3nc21,15%,?,16%,-2,?,-14
COCCNC(=O)C(c1ccc(C)cc1)N(C(=O)CCC(=O)Nc1ccccn1)c1cccc(C)c1 (stereo unspecified),-3%,-7%,.,-1,7%,32
CSc1cccc(NC(=O)C2CCN(S(=O)(=O)c3ccc(F)cc3)CC2)c1,-4%,?,-6%,6,?,14
Cc1ccc(-c2[nH]c(=S)[nH]c(=O)c2C#N)cc1,33%,7%,-23%,-6,30%[activator],24
O=C(NC(NC(=S)Nc1c(Cl)cccc1Cl)C(Cl)(Cl)Cl)c1cccc([N+](=O)[O-])c1 (stereo unspecified),-9%,?,-7%,-2,33%[activator],9
O=C(NCc1nc2ccccc2[nH]1)C1=C[C@H](c2ccc3c(c2)OCO3)C[C@H](OCc2ccc(CO)cc2)O1,-14%,-6%,2%,10,-23%,8
Cc1ccc(OCC(=O)Nc2ccccc2Sc2ccccc2)c([N+](=O)[O-])n1,13%,7%,-13%,-2,45%[activator],-2

Continued:
SMILES,Sm TGR block,Pf growth 48h,Giardia FBPA inh,CHX counter,Pf growth 96h,Shiga toxin inh
O=C(NCc1ccccc1)C1(C(F)(F)F)C/C(=C\CCO)CCCO1 (stereo unspecified),.,.,6%,4,.,3
COc1ccccc1NC(=O)c1ccc2c(c1)N(CC(=O)NC(C)C)C(=O)C(C)(C)O2,3%,-11%,-6%,-10,-24%,-3
Cc1occc1-c1nnc(SCCNCCO)o1,2%,-3%,-4%,-5,13%,-4
CCN(CC(=O)Nc1c(F)cccc1F)C(=O)c1cn2ccccc2n1,-12%,-25%,.,.,16%,.
Cc1ccc(-n2c(N)c(C#N)c(-c3ccccc3)c(C#N)c2=O)cc1,-1%,.,0%,1,?,-12
O=C(Nc1ccccc1)N1CCC2(CC1)OCCO2,-15%,1%,2%,4,?,8
CCn1c(COc2ccccc2)nnc1SCC(=O)CC(=O)Nc1ccccc1OC,27%,13µM*,0%,8,7.4µM*,-7
CCOc1ccc(-c2nc(N)ncc2-c2ccccc2)c(O)c1,-11%,?,0%,-2,?,-5
CCOc1ccc(S(=O)(=O)NCc2ccncc2)cc1NC(=O)c1ccccc1F,7%,29%,.,-2,19%,-2
CC(=O)N1CCc2c(sc(NC(=O)CS(=O)(=O)c3ccc(F)cc3)c2C#N)C1,-15%,-13%,.,.,?,.
O=C(CC1OC(=O)c2ccccc21)c1ccco1 (stereo unspecified),0%[11.4 µM],.,3%,-2,?,-21
Cc1cc(C)cc(NS(=O)(=O)c2c(C(=O)N3CCOCC3)c(C)n(C)c2C)c1,6%,?,-1%,13,?,7
CCOc1ccc(N2CC(C(=O)N3CC(C)OC(C)C3)CC2=O)cc1 (stereo unspecified),54%[activator],-11%,-8%,-4,3%,-4
Cc1noc(C)c1S(=O)(=O)N1CCCC(C(=O)c2cccc(OC(C)C)c2)C1 (stereo unspecified),4%,?,-2%,-3,14%,-5
COc1ccc(NC(=O)COC(=O)c2cc(OC)c(OC)cc2NC(=O)c2ccco2)cc1OC,-3%,.,-4%,7,6%,5
Cc1cc(=O)oc2cc(OCC(=O)N3CCC(O)CC3)c(Cl)cc12,1%,-24%,.,-3,?,-2
Cc1c(C(=O)N2CCCCC2)sc(NC(=O)c2ccco2)c1C#N,-14%,0%,1%,-2,8%,8
NC(=O)c1cc(S(=O)(=O)N2CCCC2)ccc1OCCOc1ccccc1F,1%,?,.,.,4%,.
Cc1cc(C(=O)NN)c(Cl)cc1Cl,9%,8%,-2%,7,25%,-9
CC(=O)OC1C2CCC1C(N1CCCCC1)CC2 (stereo unspecified),6%,4%,-2%,-5,-3%,-13

(further entries)
SMILES,Sm TGR block,Pf growth 48h,Giardia FBPA inh,CHX counter,Pf growth 96h,Shiga toxin inh
Cc1ccc(Cn2c(N3CCNCC3)nc3c2c(=O)[nH]c(=O)n3C)cc1,-28%,?,-9%,-1,-19%,14
CCOc1ccccc1NC(=O)C(=O)CC(=O)c1ccc(OC)cc1,-25%,.,-19%,1,1%,6
C/C(=N\NC(=S)NCc1ccccc1)c1cccc(Br)c1,6%,-9%,11%,49*,0%,68*
CC(=O)NC12CC3CC(C1)CC(C(=O)N1CCN(S(=O)(=O)c4cccc(C(F)(F)F)c4)CC1)(C3)C2,-12%,13µM*,.,.,?,.
Cc1ccccc1SC1CCN(Cc2nc(C3CC3)no2)CC1,2%,-1%,-1%,19*,?,25
O=C(NCCS(=O)(=O)NC1CCCCC1)c1ccccc1,0%,26%,.,.,14%,.
C=CCNC(=O)/C(=C/c1ccco1)NC(=O)c1ccc(Br)o1,20µM*,?,?,9,?,-1
Nc1nonc1N/N=C\c1ccccc1,11%,21%,0%,-5,25%,5
CCOP(=S)(OCC)SCCSCC,-11%,19%,.,.,?,.
CC(=O)COc1nc2c(c(-c3ccco3)c1C#N)CCc1ccccc1-2,45µM*,12µM*,?,19,12µM*,25
COc1ccc(NC(C)C(=O)Nc2ccc(C(C)(C)C)cc2)cc1Cl (stereo unspecified),12%,?,-10%,20*,.,38
COc1ccc(C(=O)C2CCN(CC(=O)Nc3ccc(OC)cc3OC)CC2)cc1,-11%,1%,.,1,-17%,-6
CCOC(=O)[C@H]1[C@H]2COc3ccc(Br)cc3[C@@H]2N2C(=O)c3ccc(Cl)cc3NC(=O)[C@@]12C,-4%,9.3µM*,.,.,?,.
Cn1c(SCCN2CCCCC2)nnc1-c1ccccc1Br,-16%,-26%,-13%,0,-1%,-53
N#C/C(=C(/O)COC(=O)CSc1ccc(Cl)cc1)c1nc2ccccc2[nH]1,3%,35%[activator],-5%,-3,59%[activator],-8
O=C(CSc1nnc(-c2ccncc2)n1Cc1ccccc1)NC1CCCCC1,7%,-10%,11%,-2,-17%,-11
COc1cccc(N2CCN(C(=O)CCC(=O)c3ccc(Cl)s3)CC2)c1,1%,8%,.,.,11%,.
Clc1cccc(-c2nc(-c3ccccn3)no2)c1,2%,-79%,0%,16,7.4µM*,16
COC(=O)c1ccc2c(=O)[nH]c(COC(=O)c3c(-c4ccccc4)noc3C)nc2c1,0%,-26%,.,.,?,.
CCN(CC)S(=O)(=O)c1cc(NC(=O)COc2ccc(C#N)cc2OC)ccc1C,7%,1%,1%,1,?,-9
CCOC(=O)/C=C1\SCC(=O)N1CC(=O)NCc1cccc(Cl)c1,-4%,-2%,3%,-4,-20%,-15

Rows are unselected; any-hit rate near 24%.
